Assay outcomes (PubChem BioAssay)
GLP1R inv ag = inverse agonists of human GLP-1 receptor; actives 1.6% (n = 410,000); HEK293 GLP-1R CRE-luciferase, luminescence, 24 h; GLP-1R form is constitutively active; Potency, µM (series often up to 38.3 µM), for inactives: top-dose activity change, negative = inhibition, most hits filed as inhibitors; P43220; further: potency means the concentration at half of the fitted maximal effect; on the % scale 0 is the no-effect control and ±100 the full control effect; nearly all actives have a fitted effect of over 55% in size
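HEK293 cells stably co-expressing a cAMP-responsive luciferase reporter and constitutively active GLP-1R were seeded, incubated 12 h, then exposed to compounds for 24 h at 37 C. Luminescence was read 12 min after detection reagent; inverse agonists lower signal.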
TDP-43 yeast inh = TDP-43 toxicity inhibition in yeast; TDP-43 expressing yeast growth rescue, BacTiter-Glo, 24 h; actives 1.8% (n = 410,000); Potency, µM (top dose mostly 46.1 µM), for the others: at the top dose growth rescue (activation), actives largely listed as activators; further: potency means the concentration at half of the fitted maximal effect; % of control where 0% means no effect; nearly all actives have a fitted effect of over 50% in size
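Readout is BacTiter-Glo luminescence of cell growth, so inhibitors register as activators. TDP-43-expressing yeast at OD600=0.02 in galactose medium, after raffinose pregrowth to mid-log, were incubated with compound for 24 hr at 30 deg C.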
Abeta rescue = A-beta toxicity reversal in yeast; Potency, µM (top dose mostly 46.1 µM), without a hit: top-dose growth rescue, hits mostly activators; AID 1347071; yeast expressing A-beta42, growth rescue, OD600, 48 h; response scale: 0% DMSO, 100% iron-clioquinol control; actives 0.063% (n = 410,000); further: potency means the concentration at half of the fitted maximal effect; nearly all actives have a fitted effect of over 55% in size
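Yeast A-beta toxicity model in growth medium with pinned compounds, 48 h at 30 C; growth read as absorbance at 600 nm. Normalized to FeCl3/clioquinol equimolar mix (positive) and DMSO (negative).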
aSyn rescue = alpha-synuclein toxicity inhibition in yeast; AID 652106; Yeast expressing alpha-synuclein, growth rescue, BacTiter-Glo, 24 h; Potency, µM (doses to about 46.1 µM), for inactives: top-dose growth rescue (activation), most hits filed as activators; actives 0.14% (n = 370,000); further: potency means the concentration at half of the fitted maximal effect; % of control where 0% means no effect; nearly all actives have a fitted effect of over 65% in size
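Galactose-induced alpha-syn yeast (OD600=0.02, raffinose-pregrown) + pinned cpd, 24 hr, 30 deg C; growth by BacTiter-Glo luminescence. Growth restoration scores as activation.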
pAkt inh = Akt phosphorylation inhibition; AID 651550; Neuro2A IGF-stimulated pAkt S473 HTRF, 20 min; stronger effect = lower value; actives 0.32% (n = 360,000); activity change, % for hits at 50 µM; in the data active means activity change below about -80%; inconclusive means mostly about -51% to -80%; further: on the % scale 0 is the no-effect control and ±100 the full control effect
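Neuro2A cells (4,500/well, DMEM with 0.5% FBS) were treated with compound at a single 50 µM final concentration, stimulated with 6 nM IGF for 20 min at 37 °C, and lysed. Phospho-Akt Ser473 was read by HTRF as 665/615 ratio ×10^4.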
GLP1R ag = agonists of human GLP-1 receptor | actives 0.007% (n = 380,000) | P43220 | Potency, µM (series often up to 45.6 µM), for the others: at the top dose activation, hits mostly activators | HEK293 GLP-1R CRE-luciferase, luminescence, 4-6 h; cells express a hypersensitive GLP-1R form; further: potency means the concentration at half of the fitted maximal effect; % of control where 0% means no effect
FUS suppressor = rescues growth of FUS-expressing yeast; S. cerevisiae FUS-expressing, growth rescue, OD600, 24 h; Potency, µM (highest dose often 76.6 µM), for inactives: at the highest dose growth rescue (activation), most hits filed as activators; actives 0.24% (n = 390,000);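 further: potency means the concentration at half of the fitted maximal effect; plate controls were DMSO vehicle for no effect and reference control for full effect; nearly all actives have a fitted effect of over 55% in size; some results filed as inactive show a strong effect at the top dose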
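Galactose (2%) drives FUS expression in yeast precultured in raffinose; seeding density OD 0.005. Test compounds incubated 24hr at 30C and 99% humidity before absorbance at 600 nm was measured.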
DRD3 antagonist = blocks the human D3 dopamine receptor; AID 652054; D3R cells, DiscoveRx beta-arrestin luminescence, antagonist mode; stronger effect = lower value; actives 2.5% (n = 360,000); max response, negative = inhibition, %; P35462; in the data active means max response below about -50%; inconclusive means no clear call, values can overlap the other calls; further: on the % scale 0 is the no-effect control and ±100 the full control effect; mostly tested at two doses, the higher about 12 µM
Target sequence (P35462 whole entry, looked up): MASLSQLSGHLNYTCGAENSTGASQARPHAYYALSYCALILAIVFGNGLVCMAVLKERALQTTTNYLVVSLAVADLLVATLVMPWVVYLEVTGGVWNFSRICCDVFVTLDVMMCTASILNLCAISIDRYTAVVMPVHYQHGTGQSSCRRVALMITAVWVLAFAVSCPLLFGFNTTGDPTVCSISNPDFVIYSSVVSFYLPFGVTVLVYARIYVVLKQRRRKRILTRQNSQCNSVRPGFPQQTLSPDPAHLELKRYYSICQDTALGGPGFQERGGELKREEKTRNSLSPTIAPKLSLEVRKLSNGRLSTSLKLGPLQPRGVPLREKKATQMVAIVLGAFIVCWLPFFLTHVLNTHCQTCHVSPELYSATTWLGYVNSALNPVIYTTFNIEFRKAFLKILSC
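Cells plated overnight at 1500 cells/well, then exposed to library compounds with dopamine controls for 90 minutes at 37 degrees C. DiscoveRx reagent added for 30–60 minutes at room temperature; luminescence read, quantitative HTS format.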
PTHR1 agonist = agonists of human PTHR1 parathyroid hormone receptor | Q03431 | HEK293 GP2 PTHR1 cells, GloSensor cAMP luminescence, 1 h | Potency, µM (highest dose often 115 µM), for inactives: at the highest dose activation, hits mostly activators | actives 0.075% (n = 410,000) | AID 743266; further: potency means the concentration at half of the fitted maximal effect; nearly all actives have a fitted effect of over 55% in size; some results filed as inactive show a strong effect at the top dose; inactives centre near -15; many of its hits are not listed in these tables
Target sequence (Q03431 whole entry, looked up): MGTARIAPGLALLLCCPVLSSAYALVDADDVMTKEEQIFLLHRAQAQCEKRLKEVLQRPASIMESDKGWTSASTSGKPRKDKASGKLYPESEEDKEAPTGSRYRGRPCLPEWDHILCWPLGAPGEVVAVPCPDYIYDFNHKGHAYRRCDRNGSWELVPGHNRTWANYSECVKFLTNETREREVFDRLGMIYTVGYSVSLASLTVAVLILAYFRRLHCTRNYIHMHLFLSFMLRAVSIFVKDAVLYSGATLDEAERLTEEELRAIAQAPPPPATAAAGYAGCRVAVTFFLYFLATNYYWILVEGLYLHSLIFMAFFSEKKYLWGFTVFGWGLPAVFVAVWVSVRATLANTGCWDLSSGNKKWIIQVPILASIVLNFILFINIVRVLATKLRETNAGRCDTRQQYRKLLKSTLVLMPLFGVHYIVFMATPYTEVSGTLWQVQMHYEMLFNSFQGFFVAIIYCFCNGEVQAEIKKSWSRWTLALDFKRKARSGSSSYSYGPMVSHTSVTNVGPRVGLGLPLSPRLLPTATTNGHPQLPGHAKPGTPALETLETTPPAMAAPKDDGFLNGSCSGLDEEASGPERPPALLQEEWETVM
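HEK-293-derived GP2 cells expressing PTHR1 and a GloSensor cAMP reporter, 3,000/well, plated overnight, given luciferin plus IBMX (each 0.5 mM as added) for 1 h at 37 °C, then compound for 1 h at 37 °C. Luminescence was read after 15 min at room temperature.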
Starred values were filed as active, the others as inactive; i = inactive; ? = inconclusive; nt = not tested or not shown; & = joins results of further samples; [ ] = another dose, or the depositor's remark. Unless noted, the call rests on the fitted dose curve; in most records, active means well fitted curve in the direction sought with a large enough effect; inconclusive means small, poorly fitted or top-dose-only effect, or another doubt; inactive means no such curve, though single readings can be large; an effect the other way counts as inactive or inconclusive. A portion of the library, so the mix of outcomes need not match the whole.

molecule	GLP1R inv ag	TDP-43 yeast inh	Abeta rescue	aSyn rescue	pAkt inh	GLP1R ag	FUS suppressor	DRD3 antagonist	PTHR1 agonist
COc1ccc(NC(=S)NCCCN2CCOCC2)cc1	27.5%	15.4%	?	1.7%	i	-0.4%	1.9%	-12.2	i
CCOC(=O)Cc1nnc2c(Nc3ccc(C)cc3)nc3nonc3n12	?	-6.3%	-31.6%[inhibitor]	11.1%	i	0.0%	2.5%	21.4	-6.1%[57.5 µM]
COc1ccc2nc(NC(=O)C3CCCN(S(=O)(=O)c4cccc5nsnc45)C3)sc2c1 (stereo unspecified)	?	12.4%	2.1%	-0.7%	i	0.6%	6.8%	0.0	-17.9%
COCCNS(=O)(=O)c1ccc(C2CNC(=O)C2)cc1 (stereo unspecified)	-6.0%	0.5%	-6.0%	-2.3%	i	-1.5%	-4.9%	7.4	-19.0%
COc1ccc(-c2onc(C)c2C)cc1S(=O)(=O)N(C)Cc1ccco1	-2.8%	19.8%	-2.9%	nt	nt	nt	31.2%	nt	-86.2%[inhibitor]
Cc1ccc(C)c(OCCCN2CCNCC2)c1	?	7.4%	-6.4%	-1.6%	i	-4.4%	-9.0%	1.6	-12.3%
COc1ccc(Cc2ccc(OC)c(N)c2)cc1N	20.3%	-19.3%	0.4%	-3.4%	i	-5.5%	11.1%	17.8	-2.0%
CCCN1Cc2cccc(C(=O)Nc3ccc(OC)c(OC)c3)c2C1=O	4.9%	-7.9%	-10.2%	?	i	11.0%	6.4%	8.1	-15.7%
O=C(Nc1ccccc1Cl)C1C2CCCCC21 (stereo unspecified)	?	nt	-15.9%	1.3%	i	8.1%	-3.0%	?	-3.3%
CC(=O)Nc1ccc(/C(C)=N/NC(=O)c2ccc(CN3CCOCC3)cc2)cc1	3.6%	-3.9%	-22.7%	-4.3%	i	11.3%	-11.5%	5.2	-0.4%
CCc1ccc2oc(C(=O)NCC(c3ccc(Cl)cc3)N3CCOCC3)c(C)c2c1 (stereo unspecified)	5.6%	?	25.6%	nt	nt	nt	32.2%	nt	-17.9%
O=C(NCCc1ccccc1)c1cnc2sc(N3CCOCC3)nn2c1=O	11.9%	-7.7%	-16.7%	nt	nt	nt	12.7%	nt	-18.4%
CC(C)C[C@@H](CN)NC(=O)c1nc[nH]c1C(=O)N[C@@H](CC(C)C)C(=O)CNC[C@H](C)NC(=O)c1nc[nH]c1C(=O)N[C@@H](C)C(=O)O	13.5%	-4.3%	-10.5%	0.5%	i	8.1%	8.7%	0.0	-22.2%
Fc1cccc(CCN2CCNC[C@@H]2Cc2ccccc2)c1	-3.2%	-5.3%	-11.7%	0.9%	i	9.7%	-9.6%	-25.0	-3.0%
O=C(O)c1nn(CC(=O)N2CCN(c3ncc(C(F)(F)F)cc3Cl)CC2)c(=O)c2ccccc12	?	-2.6%	-4.1%	2.8%	i	13.3%	18.7%	21.7	-27.6%
Cc1ccc(C)c(Cn2c(=O)c3c(nc4n3CCN4c3ccccc3)n(C)c2=O)c1	2.7%	23.9%	-4.0%	nt	nt	nt	-10.6%	nt	-4.0%
Cc1ccc(CNC(=O)C(c2ccccc2)c2ccccc2)cc1	?	-13.7%	-2.4%	-5.8%	i	10.2%	-26.7%	4.8	-12.2%
CC(=O)N1CCc2cc(S(=O)(=O)N3CCCCCC3)ccc21	21.0%	7.2%	-27.2%	-1.1%	i	3.6%	9.9%	-7.2	-10.0%
CCCCN1C(=O)C(CC(=O)NCCN2CCOCC2)CC(C(=O)N(C(C)C)C(C)C)=C1C (stereo unspecified)	0.8%	-5.3%	-11.6%	-3.9%	i	-0.2%	-10.5%	-24.5	1.5%
CC(Sc1nnnn1-c1ccc(O)cc1)c1nc2ccccc2c(=O)[nH]1 (stereo unspecified)	28.9%	-1.5%	-6.5%	5.1%	i	8.3%	33.7%	-5.2	i
Cc1cc(OCC(=O)NCCCN2CCOCC2)c2c(C)c(C)c(=O)oc2c1	21.1%	3.9%	-1.7%	-2.1%	i	3.8%	1.8%	8.9	i
Nc1ccn([C@@H]2O[C@H](C(=O)N[C@H](COC=O)Cc3ccccc3)[C@@H](O)[C@H]2O)c(=O)n1	14.3%	1.6%	-25.4%	-7.3%	i	6.5%	-14.0%	0.0	-20.0%
COc1cc2c(cc1NC(=O)COC(=O)C1CC(=O)N(Cc3ccco3)C1)oc1ccccc12 (stereo unspecified)	-15.0%	15.2%	25.8%	4.3%	i	4.8%	20.9%	18.0	-3.4%[57.5 µM]
COc1ccc(O)c(/C=N/NC(=S)Nc2cccnc2)c1	?	25.0%	-7.0%	9.2%	i	-0.2%	-23.7%	42.9	-1.5%
Cn1c(=O)c2c(n3cnnc13)-c1ccccc1CC21CCCC1	0.0%	-0.1%	-18.9%	-3.5%	i	1.6%	-2.8%	-56.4*	i
COc1ccc(OC)c(CCNC(=O)c2ccc3c(c2)N(Cc2ccc(F)cc2)CCS3)c1	?	11.8%	-9.8%	11.5%	i	-6.0%	14.8%	-3.9	i
COCCNC(=O)c1cc(-c2ccccc2)nn1CC1CC(c2cccc([N+](=O)[O-])c2)=NO1 (stereo unspecified)	11.4%	14.6%	-13.3%	-19.3%	i	-4.2%	6.5%	-7.6	i
O=C(c1cccc(-c2ccco2)c1)N1CCCC(N2CCN(c3ccc(F)cc3)CC2)C1 (stereo unspecified)	10µM*	5.6%	0.0%	-2.3%	i	-15.5%	nt	?	-35.1%[inhibitor]
CC(=O)Nc1cc(NC(C)=O)ncn1	3.4%	4.9%	3.3%	2.6%	i	4.1%	-4.8%	9.9	i
Cc1ccc(Nc2cc(C)nc(N3CCOCC3)n2)c(C)c1	?	9.1%	4.3%	1.1%	i	7.0%	-16.2%	-14.4	i
Nn1c(SCC(=O)Nc2ccccc2F)nnc1C1CCCCC1	3.9%	-0.3%	5.8%	-8.8%	i	-3.2%	-7.4%	-18.2	-2.7%
Cc1cc(C)cc(-n2c(SCC(=O)NCc3ccc(F)cc3)nc3c([nH]c4ccccc43)c2=O)c1	8.2%	21.3%	-2.6%	2.2%	nt	2.6%	-0.6%	nt	-7.6%
O=C(Nc1ccccc1)C(CCCCN1C(=O)c2ccccc2C1=O)N1C(=O)c2ccccc2C1=O (stereo unspecified)	5.9%	?	-1.9%	11.8%	i	-8.0%	nt	-23.4	-31.4%[inhibitor]
CCOc1ccc(OCC(=O)Nc2ccc(OC)cc2[N+](=O)[O-])cc1	21.0%	-20.8%	-2.8%	-6.3%	i	10.2%	15.7%	7.0	-7.5%
Cc1ccc(C(=O)C2=C(O)C(=O)N(Cc3ccco3)C2c2cccc(Cl)c2)o1 (stereo unspecified)	?	-9.9%	-28.5%	2.6%	i	-1.0%	?	-14.1	i
COc1ccccc1CNC(=O)CCNS(=O)(=O)c1cccc2nsnc12	1.2%&19.1%	-1.8%&0.3%	-11.5%&10.2%	2.6%	i	0.3%&10.2%	1.7%&-4.7%	6.5	-10.1%
O=C(O)Cc1c(C(=O)O)nnn1-c1ccc(Cl)cc1Cl	17.3%	15.6%	-7.1%	3.1%	i	-5.8%	-4.0%	14.1	-20.9%
Cn1c(CN2CCCCC2)nc2cc(NC(=O)c3ccc(Cl)cc3)ccc21	?	10.8%&-19.3%	-17.9%&-0.1%	0.0%	i	5.3%	-4.4%&28.3%	-3.9	-1.5%&-36.4%
CCNC(=O)c1ccc(NC(=O)N2CCCCc3ccccc32)cc1	17.4%	20.0%	-2.7%	nt	nt	nt	17.9%	nt	-39.7%[inhibitor]
Cc1cc(NC(=O)CN2CCCC2c2nc3ccccc3s2)no1 (stereo unspecified)	-26.1%	11.2%	8.3%	0.8%	i	6.2%	12.1%	-5.8	-10.4%[57.5 µM]
CCOc1ccc(-n2c(SCC(=O)N3CCCCCC3)nc3c([nH]c4ccccc43)c2=O)cc1	14.9%	0.3%	-12.0%	-4.7%	nt	1.9%	-4.8%	nt	i
Cc1ccc(CSCC(=O)N(CCC(C)C)c2c(N)n(Cc3ccccc3)c(=O)[nH]c2=O)cc1	66.8%[activator]	-20.0%	2.4%	-5.2%	i	7.0%	10.5%	2.0	i
CCOc1nnc(C)c2c(C)n(-c3ccc(Cl)cc3)nc12	-1.7%	12.2%	7.8%	2.7%	i	0.8%	4.8%	-14.4	i
Cc1cc(C(=O)CSc2nnc(-c3ccccc3)n2Cc2ccc3c(c2)OCO3)c(C)n1C	-8.7%	25.7%	9.9%	1.8%	i	18.1%	32.4%	20.9	-1.9%
Cc1cc(=O)[nH]c(N/N=C/C=C/c2ccccc2)n1	30.2%[activator]	-14.0%[0.397 µM]	-6.0%	-0.4%	i	6.2%	10.9%	10.5	i
